# a7 integrin act – integrin-mediated muscular dystrophy alleviation activation; alpha7betagal myoblasts, beta-gal FDG fluorescence, 48 h; Potency, µM (titrated, usually from 38.3 µM), for the others: at the highest dose activation, usual class: activators; 350,000 tested, 0.064% active; AID 624291;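 further: potency means the concentration at half of the fitted maximal effect; 100% = response of the positive control SU9516; nearly all actives have a fitted effect of over 60% in size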
#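 Alpha7betagal+/- myoblasts (passage 13) were plated 16-24 hr, then exposed to compounds (1:260 dilution of DMSO stock) for 48 hours at 37C. After MPER lysis, β-galactosidase reporter activity was read as FDG fluorescence (ex 480/em 540) after 30 minutes.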
# MBNL1-CUG inh – MBNL1-poly(CUG) RNA binding inhibition. Q9NR56. 280,000 tested, 0.036% active. TR-FRET MBNL1-His/biotin-(CUG)12 binding, 665/545 ratio. Potency, µM (highest dose often 57.5 µM), for inactives: top-dose activity change, negative = inhibition, actives largely listed as inhibitors; active means well fitted inhibition curve with a large enough effect in the signal ratio, with a control signal flat, not every such curve was filed as active; inconclusive means small, poorly fitted or top-dose-only effect, or effect the other way, or a change in a side signal; inactive means no such curve, though single readings can be large or run the other way; the % refers to the signal ratio; further: potency means the concentration at half of the fitted maximal effect; on the % scale 0 is the no-effect control and ±100 the full control effect
#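 Ratiometric TR-FRET (665 over 545 nm, excitation 340 nm) tracks disruption of MBNL1-His/biotin-(CUG)12 complex after 60 min at room temperature, with compounds at 92 nM to 58 uM final.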
# TRPV1 agonist – human TRPV1 agonism; Q8NER1; TRPV1-expressing cells, Fluo-8 calcium influx, agonist mode; activation, % at 8.33 µM; 320,000 tested, 0.19% active; AID 540275; in the data active means activation above about 80%; inconclusive means between about 30% and that limit; further: 0% is about no effect
#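 TRPV1-expressing cells were cultured overnight at 35.5C and loaded with Fluo-8 calcium dye for 40 to 90 min at room temperature. After a 10 s baseline, compound was added and calcium influx was read kinetically for 3 min (ex 480/em 520 nm).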
# ASM inhibitor – human S-ASM enzyme inhibition; P17405; placental ASM, HMU-PC fluorogenic substrate, 60 min; Potency, µM (series often up to 57.5 µM), for inactives: at the top dose activity change, negative = inhibition, hits mostly inhibitors; 340,000 tested, 0.006% active; AID 504937; further: potency means the concentration at half of the fitted maximal effect
#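 qHTS format. ASM enzyme prepared from human placenta hydrolyses the fluorogenic substrate HMU-PC0 (9 uM final) over 60 min at 37 °C after a 10 min compound preincubation.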
# GALK inhibitor – galactokinase (human) inhibition. Potency, µM (top dose mostly 57.5 µM), for the others: top-dose activity change, negative = inhibition, most hits filed as inhibitors. 270,000 tested, 0.007% active. Purified GALK, Kinase-Glo residual ATP luminescence; further: potency means the concentration at half of the fitted maximal effect; on the % scale 0 is the no-effect control and ±100 the full control effect
#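 Quantitative HTS: GALK 5 nM, ATP 35 uM, galactose 100 uM, 1 h room temperature, then luciferase-based ATP detection.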
# A-T KAP1 phos – candidate therapy for ataxia-telangiectasia; Potency, µM (top dose mostly 57.5 µM), for inactives: at the highest dose activation, usual class: activators; AID 485349; […] A-T fibroblasts, KAP-1 phosphorylation AlphaLISA; neocarzinostatin DNA damage 30 min before lysis; 320,000 tested, 0.19% active; further: potency means the concentration at half of the fitted maximal effect; % of control where 0% means no effect; nearly all actives have a fitted effect of over 45% in size
#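 hTERT-immortalized A-T patient fibroblasts ([…]), 500 cells/well in OPTI-MEM, 1% FBS, got compounds for 60 min, then NCS for 30 min at 37C. Lysates were then assayed for phospho-KAP-1 by AlphaLISA (anti-pKAP1 donor, anti-KAP1 acceptor beads), 6 hr at 25C.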
# KCNH2 3.1 inh – blocks the human KCNH2 3.1 channel isoform. U2OS KCNH2 3.1, thallium flux FluxOr; hits give low values. activity change, % (tested at about 1.8 µM). 340,000 tested, 0.95% active. AID 720553;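 active means maximum activity change below -70%; inconclusive means maximum activity change from -70% to -50%; inactive means maximum activity change above -50%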;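 further: thallium influx rate constant from kinetic fluorescence after stimulation buffer; on the % scale 0 is the no-effect control and ±100 the full control effect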
#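 We transduce U2OS cells with the mutant 3.1 virus, culture them overnight, load FluxOr with Red40 quencher for 45 min, then add stimulation buffer and read kinetically for 2 min to derive a normalized rate constant.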
# MLL CXXC-DNA inh – blocks binding of human MLL CXXC domain to DNA; MLL-CXXC / FITC-HOXA9 DNA fluorescence polarization; AID 2662; Potency, µM (series often up to 115 µM), inactives show at the top dose activity change, negative = inhibition, actives largely listed as inhibitors; 290,000 tested, 0.037% active; active means well fitted inhibition curve with a large enough effect in the polarisation, with a control signal flat, not every such curve was filed as active; inconclusive means small, poorly fitted or top-dose-only effect, or effect the other way, or a change in a side signal; inactive means no such curve, though single readings can be large or run the other way; the % refers to the polarisation; further: potency means the concentration at half of the fitted maximal effect
# Target sequence (Q03164 whole entry, looked up, the tested form may be a part): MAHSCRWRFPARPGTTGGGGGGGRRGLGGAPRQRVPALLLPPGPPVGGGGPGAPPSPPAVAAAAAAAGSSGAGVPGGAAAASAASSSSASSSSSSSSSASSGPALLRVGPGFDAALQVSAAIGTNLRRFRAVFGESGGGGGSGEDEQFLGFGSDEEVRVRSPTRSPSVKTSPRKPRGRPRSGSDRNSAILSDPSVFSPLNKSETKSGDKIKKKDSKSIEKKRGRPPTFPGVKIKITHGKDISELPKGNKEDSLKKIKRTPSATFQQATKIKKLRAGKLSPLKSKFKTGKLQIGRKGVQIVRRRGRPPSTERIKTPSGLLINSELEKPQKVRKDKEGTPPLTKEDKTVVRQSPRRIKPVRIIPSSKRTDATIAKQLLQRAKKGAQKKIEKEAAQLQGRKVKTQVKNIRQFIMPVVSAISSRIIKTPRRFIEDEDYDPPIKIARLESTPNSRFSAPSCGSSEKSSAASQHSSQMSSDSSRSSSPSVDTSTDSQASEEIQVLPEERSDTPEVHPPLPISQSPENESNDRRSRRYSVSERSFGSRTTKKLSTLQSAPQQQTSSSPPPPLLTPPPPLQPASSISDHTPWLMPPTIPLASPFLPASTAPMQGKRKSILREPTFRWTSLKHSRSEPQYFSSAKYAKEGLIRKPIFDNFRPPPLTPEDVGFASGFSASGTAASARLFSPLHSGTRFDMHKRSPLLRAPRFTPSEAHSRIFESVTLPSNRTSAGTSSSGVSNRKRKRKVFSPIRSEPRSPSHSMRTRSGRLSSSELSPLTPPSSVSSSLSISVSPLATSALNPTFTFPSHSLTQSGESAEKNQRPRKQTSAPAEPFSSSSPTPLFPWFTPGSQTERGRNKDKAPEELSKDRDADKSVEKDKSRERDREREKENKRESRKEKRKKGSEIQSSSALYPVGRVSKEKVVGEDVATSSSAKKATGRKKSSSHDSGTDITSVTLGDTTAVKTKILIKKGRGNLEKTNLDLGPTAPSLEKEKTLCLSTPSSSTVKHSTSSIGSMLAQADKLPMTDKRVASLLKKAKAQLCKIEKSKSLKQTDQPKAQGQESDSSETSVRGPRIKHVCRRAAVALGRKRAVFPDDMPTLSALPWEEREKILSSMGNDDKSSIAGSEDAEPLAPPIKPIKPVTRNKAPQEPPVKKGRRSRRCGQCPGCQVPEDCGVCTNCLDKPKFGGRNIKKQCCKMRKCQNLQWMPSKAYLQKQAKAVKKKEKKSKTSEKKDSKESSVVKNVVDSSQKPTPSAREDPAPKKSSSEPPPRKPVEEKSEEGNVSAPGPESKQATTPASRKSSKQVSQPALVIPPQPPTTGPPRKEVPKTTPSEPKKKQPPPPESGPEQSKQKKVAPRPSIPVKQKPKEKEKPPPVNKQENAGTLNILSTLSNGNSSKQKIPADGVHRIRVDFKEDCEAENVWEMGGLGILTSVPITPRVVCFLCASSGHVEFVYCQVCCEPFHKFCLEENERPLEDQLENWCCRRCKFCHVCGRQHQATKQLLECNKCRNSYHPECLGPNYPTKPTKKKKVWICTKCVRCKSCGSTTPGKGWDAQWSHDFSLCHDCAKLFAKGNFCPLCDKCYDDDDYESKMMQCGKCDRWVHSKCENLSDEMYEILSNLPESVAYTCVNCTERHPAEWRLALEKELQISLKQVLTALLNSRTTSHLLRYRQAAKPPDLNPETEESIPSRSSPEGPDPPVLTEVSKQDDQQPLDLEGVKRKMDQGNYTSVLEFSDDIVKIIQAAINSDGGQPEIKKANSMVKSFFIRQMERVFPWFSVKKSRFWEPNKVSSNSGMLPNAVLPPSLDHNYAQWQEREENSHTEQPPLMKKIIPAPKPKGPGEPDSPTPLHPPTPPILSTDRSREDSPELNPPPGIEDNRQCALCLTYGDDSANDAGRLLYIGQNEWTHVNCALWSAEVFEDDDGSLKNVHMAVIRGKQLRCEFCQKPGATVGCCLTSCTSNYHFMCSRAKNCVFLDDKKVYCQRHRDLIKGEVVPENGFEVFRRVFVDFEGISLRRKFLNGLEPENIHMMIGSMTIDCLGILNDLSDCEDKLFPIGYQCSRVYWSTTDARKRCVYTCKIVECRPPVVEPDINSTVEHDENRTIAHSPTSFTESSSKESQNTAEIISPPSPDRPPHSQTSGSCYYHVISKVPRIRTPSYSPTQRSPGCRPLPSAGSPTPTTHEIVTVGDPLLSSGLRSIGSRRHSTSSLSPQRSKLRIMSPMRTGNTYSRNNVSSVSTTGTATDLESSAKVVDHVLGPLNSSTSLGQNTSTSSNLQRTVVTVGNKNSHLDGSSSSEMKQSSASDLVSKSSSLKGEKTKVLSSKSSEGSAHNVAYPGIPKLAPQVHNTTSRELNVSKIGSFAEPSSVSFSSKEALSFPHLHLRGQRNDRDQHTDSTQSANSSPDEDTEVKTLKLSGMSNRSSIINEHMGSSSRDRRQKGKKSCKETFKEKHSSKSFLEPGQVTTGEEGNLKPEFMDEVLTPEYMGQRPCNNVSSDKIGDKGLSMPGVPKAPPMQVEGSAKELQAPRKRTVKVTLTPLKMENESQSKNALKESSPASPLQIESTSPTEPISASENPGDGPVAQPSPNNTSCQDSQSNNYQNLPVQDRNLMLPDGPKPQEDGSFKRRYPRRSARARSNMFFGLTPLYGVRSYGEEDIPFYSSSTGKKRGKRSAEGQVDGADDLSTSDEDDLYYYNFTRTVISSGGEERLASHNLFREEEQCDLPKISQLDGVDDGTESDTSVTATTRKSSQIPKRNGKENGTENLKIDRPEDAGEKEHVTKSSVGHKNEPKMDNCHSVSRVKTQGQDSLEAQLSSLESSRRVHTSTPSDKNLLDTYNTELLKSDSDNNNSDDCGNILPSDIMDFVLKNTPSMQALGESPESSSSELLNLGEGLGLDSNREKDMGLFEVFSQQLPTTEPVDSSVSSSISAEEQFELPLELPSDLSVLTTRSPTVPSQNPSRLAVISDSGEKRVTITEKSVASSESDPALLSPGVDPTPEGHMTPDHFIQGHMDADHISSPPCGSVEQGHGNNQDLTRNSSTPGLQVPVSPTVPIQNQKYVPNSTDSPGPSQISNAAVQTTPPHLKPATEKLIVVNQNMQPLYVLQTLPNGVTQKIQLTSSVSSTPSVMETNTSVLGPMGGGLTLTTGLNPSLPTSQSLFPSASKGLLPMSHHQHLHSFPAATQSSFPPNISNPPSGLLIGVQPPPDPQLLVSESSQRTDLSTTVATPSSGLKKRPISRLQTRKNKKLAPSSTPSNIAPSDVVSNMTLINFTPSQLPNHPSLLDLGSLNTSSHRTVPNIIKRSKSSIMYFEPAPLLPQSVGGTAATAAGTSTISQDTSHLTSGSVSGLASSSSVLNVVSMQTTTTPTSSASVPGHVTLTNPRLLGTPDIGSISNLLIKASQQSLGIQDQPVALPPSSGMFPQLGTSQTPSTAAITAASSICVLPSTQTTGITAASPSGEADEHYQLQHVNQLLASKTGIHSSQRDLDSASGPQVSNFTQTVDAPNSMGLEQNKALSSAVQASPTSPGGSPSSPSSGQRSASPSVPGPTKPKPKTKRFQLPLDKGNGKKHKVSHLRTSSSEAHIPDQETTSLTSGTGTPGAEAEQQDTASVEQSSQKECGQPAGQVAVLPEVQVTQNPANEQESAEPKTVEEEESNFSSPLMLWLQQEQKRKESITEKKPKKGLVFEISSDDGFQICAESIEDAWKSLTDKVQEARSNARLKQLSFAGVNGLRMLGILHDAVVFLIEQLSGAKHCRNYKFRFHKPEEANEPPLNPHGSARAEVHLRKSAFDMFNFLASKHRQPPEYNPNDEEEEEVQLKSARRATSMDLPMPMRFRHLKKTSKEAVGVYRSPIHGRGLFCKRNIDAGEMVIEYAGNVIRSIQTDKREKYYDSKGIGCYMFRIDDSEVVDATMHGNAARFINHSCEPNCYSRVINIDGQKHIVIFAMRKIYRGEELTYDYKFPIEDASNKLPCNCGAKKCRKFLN
#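 Fluorescence polarization: 7 uM MLL-CXXC (stock) preincubated 5 min with compounds, then 50 nM fluorescein-HOX-A9 DNA (stock) added; 30 min ambient. Buffer 50 mM Tris-HCl pH 7.5, 50 mM NaCl, 1 mM DTT, 0.05% BSA.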
# hERG WT inh – inhibitors of human wildtype KCNH2 potassium channel. Q12809. U2OS, BacMam KCNH2, thallium flux FluxOr; hits give low values. activity change, % at 1.84 µM. 340,000 tested, 0.37% active;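 active means maximum activity change below -70%; inconclusive means maximum activity change between -70% and -50%; inactive means maximum activity change above -50%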; further: on the % scale 0 is the no-effect control and ±100 the full control effect
#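 U2OS cells were transduced with wild-type KCNH2 virus (2.03 x 10^8 / mL) for 4 h at room temperature, then cultured overnight at 37 C. Thallium flux was read with FluxOr dye. Rate constants were normalized to DMSO controls.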
# Coupling enz – counter-screen for Giardia aldolase inhibitors: coupling enzyme system | activity change, negative = inhibition, % at 58.2 µM, hits read low | AID 2472 | coupling enzyme system counterscreen, AmpLite Red fluorescence | 290,000 tested, 0.67% active; in the data active means activity change below about -30%; further: on the % scale 0 is the no-effect control and ±100 the full control effect
#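 Counterscreen of the coupled detection system alone, without aldolase: glyceraldehyde-3-phosphate coupling enzymes plus AmpLite Red readout. Compounds at 57.5 uM final, 10 min RT preincubation, 20 min RT reaction, fluorescence 525/598 nm.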
# Active calls of the source: *; i = inactive; ? = inconclusive; . = no result given; & = joins results of further samples; [ ] = another dose, or the depositor's remark. Unless noted, the call rests on the fitted dose curve; in most records, active means well fitted curve in the direction sought with a large enough effect; inconclusive means small, poorly fitted or top-dose-only effect, or another doubt; inactive means no such curve, though single readings can be large; an effect the other way counts as inactive or inconclusive.
SMILES,a7 integrin act,MBNL1-CUG inh,TRPV1 agonist,ASM inhibitor,GALK inhibitor,A-T KAP1 phos,KCNH2 3.1 inh,MLL CXXC-DNA inh,hERG WT inh,Coupling enz
COc1ccc(/C=N/Nc2nc(N3CCCC3)nc(N3CCCC3)n2)cc1O,-13%,-4%,?,55%[activator],0%,-6%,22,0%,2,0
CN(C)CCn1c(NCc2ccc3c(c2)OCO3)nc2ccccc21,-18%,-3%,-1,-1%,-1%,-4%,-37,1%,41,1
COc1ccc(NC(=O)CC2C(=O)N(C)C(=S)N2Cc2cccs2)cc1 (stereo not given),-16%,.,-2,-1%,-1%,6%,12,-3%,-4,1
Cc1ccc(NC(=O)NCCCN2CCCC2=O)cc1Cl,?,-5%,0,4%,5%,5%,6,3%,-9,1
O=C(C1=C(O)C(=O)N(CC2CCCO2)C1c1cccc(O)c1)c1ccco1 (stereo not given),14%,19%,-3,-2%,-2%,-8%,-8,-1%,-12,-1
NS(=O)(=O)c1ccc(CCNC(=O)CCC(=O)c2cccs2)cc1,36%,.,-4,7%,.,-1%,10,.,0,.
COc1ccc(N(CC(=O)N/N=C/c2cc(OC)ccc2OC)S(=O)(=O)c2ccccc2)cc1,-11%,1%,-1,191%[activator],-2%,12%,-19,-5%,-2,-13
COCCN(C(=O)CC(C)(C)C)c1nnc(-c2cccnc2)s1,6%,-9%,11,-1%,0%,-4%,5,-1%,2,2
COc1ccc2c(C=Nc3c(C)n(C)n(-c4ccccc4)c3=O)c(O)n(Cc3ccco3)c(=O)c2c1,-16%&-32%,12%&8%,20&15,-5%&10%,1%&-2%,3%&11%,0&-9,?,-15&-5,-12&2
CN(CCCC(=O)NCc1ccccc1)S(=O)(=O)c1ccc([N+](=O)[O-])cc1,17%,?,3,0%,6%,-3%,7,7%,11,-1
Cn1c(SCC(=O)N/N=C/c2ccccn2)nnc1-c1ccccc1,4%,.,.,1%,-2%,-4%,11,1%,3,4
CCOC(=O)N1CCC(Nc2c(NCCN3CCN(Cc4ccccc4)CC3)c(=O)c2=O)CC1,-14%,-10%,-2,2%,-1%,0%,-18,-4%,7,5
COc1ccc(CCn2cnc3c([nH]c4ccccc43)c2=O)cc1,-3%,7%,3,-1%,-2%,0%,6,-5%,1,-3
Cc1cccc(C(=O)N2CCN(c3ccc(N4CCOCC4)nn3)CC2)c1,-8%,21%,1,122%[activator],1%,-2%,-22,-3%,-13,0
O=C1NC(c2cccs2)Nc2ccccc21 (stereo not given),-6%,4%,8,20%,0%,1%,-6,12%,1,1
CC(=O)c1cc(F)c(N2CCN(C(=O)c3ccco3)CC2)cc1C,-1%,-6%,2,-1%,-1%,4%,-19,9%,-4,5
CCOC(=O)c1cc(-c2ccccc2)sc1NC(=O)CN1C(=O)c2ccccc2C1=O,-5%,.,.,-1%,.,.,-4,.,-1,.
COc1cc(C(C)=O)ccc1OCC(=O)NCC(c1ccc(F)cc1)N1CCOCC1 (stereo not given),-28%,.,.,3%,.,11%,17,.,-2,.
Cc1ccccc1NS(=O)(=O)c1ccc(C(=O)NCC(c2ccco2)N(C)C)cc1 (stereo not given),17%,.,1,7%,.,-4%,-7,.,1,.
Nc1ccc(S(=O)(=O)N2CCOCCOCCOCCOCCOCC2)cc1,-26%,4%,-1,4%,2%,-13%,-5,-6%,20,5
COC(=O)c1sc(NC(=O)COc2c(C)cccc2C)nc1C,-2%,-10%,-4,-3%,4%,21%,-14,-8%,-2,4
CC(=O)c1cccc(S(=O)(=O)N2CCC(C(=O)O)CC2)c1,11%,-1%,2,-5%,-1%,8%,2,3%,3,4
COC(=O)c1ccc(C)c(NC(=O)CSc2sc3c(O)cc(=O)[nH]c3c2C#N)c1,9%,35%[activator],-2,-4%,-2%,-3%,1,10%,-1,0
O=C(O)CCCc1ccc2ccc3cccc4ccc1c2c34,3%,?,5,24%,-2%,-10%,-19,8%,0,14
O=C1OC(c2ccccc2)C2(CCCC2)C(=O)C12CCCC2 (stereo not given),-13%,-7%,23,-2%,-2%,2%,1,7%,0,5
CC1CN(CCn2cnc3c(N)ncnc32)CC(C)O1 (stereo not given),12%,-1%,4,1%,1%,5%,-25,-1%,-3,0
CSc1nc(SCC(=O)NCc2ccco2)c2c3c(sc2n1)CN(C)CC3,1%,.,.,14%,.,.,10,.,6,.
Cc1ccc(S(=O)(=O)Nc2ccncc2)c(C)c1N(C)S(=O)(=O)c1ccc(F)cc1,22%,.,1,3%,-3%,1%,5,4%,-3,2
Cc1cc(NS(=O)(=O)c2cn(C)nc2C)no1,10%,-3%,3,6%,6%,-8%,-2,-11%,-135*,-1
O=S(=O)(c1ccc(Cl)cc1)N1CCN(Cc2ccc(O)c3ncccc23)CC1,-40%[inhibitor],1%,2,-2%,3%,-2%,-9,-30%,21,2
COc1ccc(N=C2NN=C(c3ccc4c(c3)OCCO4)CS2)cc1,-40%,?,3,-25%,-1%,-5%,4,1%,-5,2
O=C1CC(SC(=Nc2ccccc2)Nc2ccccc2)C(=O)N1c1cccc2ccccc12 (stereo not given),29%,5%,0,-17%,2%,0%,-1,15%,-6,-2
COc1ccc(OC)c(/C=C(\NC(=O)c2ccccc2)C(=O)N/N=C/c2ccc(C)s2)c1,-29%,20%,-1,9%,-1%,-4%,-13,25%,1,2
COC(=O)c1ccc(/C=C/c2c(-c3ccsc3)sc3ccccc23)cc1,23%,0%,1,48%,.,2%,-6,-2%,6,0
Cc1coc2c(C)c3oc(=O)c(CCC(=O)NCCC(=O)O)c(C)c3cc12,-14%,18%,0,28%,.,31%,-11,4%,8,0
CC(=O)c1sc(NC(=O)COc2ccc(Br)cc2)nc1C,0%,20%,-1,5%,-3%,2%,15,16%,i,1
CC1CCCCC1NC(=O)CSc1nnc(-c2ccncc2)n1CCCN(C)C (stereo not given),-5%,6%,2,4%,-4%,-3%,-6,4%,1,-1
COc1ccc(-c2oc3ccc(-c4cc(OC)c(OC)c(OC)c4)cc3c2-c2ccc(OC)nc2)cc1,0%,-4%,-1,9%,.,3%,14,2%,-3,-1
O=C(N/N=C/c1ccco1)c1cc2ccccc2o1,-3%,?,?,-2%,2%,-4%,5,26%,-6,3
COc1nc(-c2ccccc2)ccc1-c1noc(-c2ccccc2)n1,31%,-1%,8,-8%,0%,8%,8,14%,-2,0

# Brought forward from above: 3 compounds, then new ones.
SMILES,a7 integrin act,MBNL1-CUG inh,TRPV1 agonist,ASM inhibitor,GALK inhibitor,A-T KAP1 phos,KCNH2 3.1 inh,MLL CXXC-DNA inh,hERG WT inh,Coupling enz
COc1ccc(-c2oc3ccc(-c4cc(OC)c(OC)c(OC)c4)cc3c2-c2ccc(OC)nc2)cc1,0%,-4%,-1,9%,.,3%,14,2%,-3,-1
O=C(N/N=C/c1ccco1)c1cc2ccccc2o1,-3%,?,?,-2%,2%,-4%,5,26%,-6,3
COc1nc(-c2ccccc2)ccc1-c1noc(-c2ccccc2)n1,31%,-1%,8,-8%,0%,8%,8,14%,-2,0
CCOC(=O)C1CCN(c2ncnc3cc(OC)c(OC)cc23)CC1,0%,-1%,0,2%,.,-11%,6,-2%,2,-4
CC1CN(C(=O)CCC(=O)NCCCN2C(C)CCCC2C)c2ccccc2O1 (stereo not given),-8%,2%,8,2%,.,-7%,1,.,3,0
CCOCCCNc1nc(-c2ccccc2)nc2ccccc12,3%,0%,16,-1%,0%,26%,-4,-8%,-27,-1
CCOC(=O)c1cc(C)sc1N1C(=O)C2C3C=CC(C3)C2C1=O (stereo not given),15%[7.66 µM],-1%,0,-1%,-2%,0%,10,6%,2,-3
CN1CCN(NC(=O)c2ccc(S(=O)(=O)N3CC4(C)CC3CC(C)(C)C4)cc2)CC1 (stereo not given),-32%,-10%,-2,-4%,4%,4%,2,-1%,-14,8
COCCNC(=O)C(c1ccccc1)N(C(=O)Cn1nnc2ccccc21)c1cccnc1 (stereo not given),-27%,-6%,-7,2%,4%,7%,-26,-14%,-197*,-1
CS(=O)(=O)N1CCCC(C(=O)Nc2ccc(F)cc2)C1 (stereo not given),13%,-1%,-3,0%,4%,1%,8,-11%,-15,-2
O=C1CN(C(=O)COc2ccccc2Cl)c2ccccc2N1,-19%,.,-3,4%,.,-5%,2,.,6,.
CCOCCCNCC(=O)Nc1ccccc1N1CCOCC1,9%[7.66 µM],11%,-2,7%,-1%,5%,14,8%,2,2
COc1ccc(N2CCN(C(=S)Nc3ccccc3OC)CC2)cc1,12%,0%,1,-3%,-1%,-9%,1,-2%,-5,-1

# High-throughput results as filed in PubChem BioAssay.
